Hsp70 displacement: Hsp70 inhibitors, probe displacement, primary screen, biochemical, fluorescence polarization (AID 583). Hsp70 fluorescence polarization probe displacement, mP; higher % means a stronger effect. one-dose displacement, % at 20 µM; IC50 in µM for titrated hits. 140,000 compounds, 0.06% hits; in the data active = displacement above about 50%;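 also: plate controls were vehicle for no effect and reference ligand for full effect; a part of the inactive calls stands beside numbers as strong as those of hits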
Rat MKP-3 inhibitors: MKP-3 phosphatase inhibitors, primary screen, biochemical, rat enzyme, in vitro (AID 425) | 110,000 compounds, 0.17% hits | recombinant MKP-3 phosphatase activity, fluorescence; higher % means a stronger effect | Dual specificity protein phosphatase 6 (Rattus norvegicus) | inhibition, % at 20 µM, or IC50 in µM where a hit was titrated; in the data active = inhibition above about 50%;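 also: plate controls were vehicle for no effect and reference inhibitor for full effect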
The depositor's hits bear a star; & = joins results of further samples. An excerpt; the hit share may differ from the screen's.

`O=C(NCCC1=CCCCC1)C1CCC(CNS(=O)(=O)c2ccccc2)CC1` (centres undefined) gave Hsp70 displacement 4.6%.
Screening COc1ccccc1NC(=O)CCC(=O)O returned Rat MKP-3 inhibitors -11%.
`O=C(NCc1ccncc1)c1cccc([N+](=O)[O-])c1` gave Hsp70 displacement 6.0% and Rat MKP-3 inhibitors -4%.
For CCN1C(=O)c2cccc3c(S(=O)(=O)N(C)C)ccc1c23 the results were Hsp70 displacement -0.3% and Rat MKP-3 inhibitors 0%.
Screening CC(=O)N1C(=O)/C(=C2\SC(=S)N(Cc3ccccc3)C2=O)c2ccccc21 returned Hsp70 displacement -3.1% and Rat MKP-3 inhibitors -1%.
Screening CCn1c(SCC(=O)Nc2ccccc2N2CCCCC2)nc2c1c(=O)n(C)c(=O)n2C returned Hsp70 displacement 2.7% and Rat MKP-3 inhibitors -4%.
`Cc1sc2nc(NC(=O)c3ccccc3)sc(=O)c2c1C` gave Hsp70 displacement -0.7% and Rat MKP-3 inhibitors 7%.
`O=C1N=C(SCC(=O)N2CCCc3ccccc32)NC(=O)C1c1ccccc1` (centres undefined) gave Hsp70 displacement 2.6% and Rat MKP-3 inhibitors 2%.
Screening O=C(Cn1nnc(-c2ccccc2NC(=O)c2cccs2)n1)Nc1ccccc1 returned Hsp70 displacement -3.2% and Rat MKP-3 inhibitors -1%.
Screening c1ccc2c(c1)CCN(CCCNc1nc3ccccc3n3cnnc13)C2 returned Hsp70 displacement -1.2% and Rat MKP-3 inhibitors -8%.
`COC(=O)C1=C(O)/C(=C/c2ccccc2O)N=C1C` gave Hsp70 displacement -2.6% and Rat MKP-3 inhibitors 4%.
For CCc1ccc(CN(C(=O)c2cc3ccccc3oc2=O)C2CCS(=O)(=O)C2)cc1 (centres undefined) the results were Hsp70 displacement 0.2%.

Continued; the last 2 above are carried over.
`COC(=O)C1=C(O)/C(=C/c2ccccc2O)N=C1C` gave Hsp70 displacement -2.6% and Rat MKP-3 inhibitors 4%.
For CCc1ccc(CN(C(=O)c2cc3ccccc3oc2=O)C2CCS(=O)(=O)C2)cc1 (centres undefined) the results were Hsp70 displacement 0.2%.
`COCCOC(=O)C1=C(C)NC(=O)NC1c1ccc(OCC(N)=O)cc1` (centres undefined) gave Hsp70 displacement 0.3% and Rat MKP-3 inhibitors 1%.
For Cc1ccccc1NC1CC(C)N(C(=O)c2ccccc2)c2c(C)cccc21 (centres undefined) the results were Hsp70 displacement 1.3% and Rat MKP-3 inhibitors 1%.
COC(=O)c1ccc(CSc2nc3cc(Cl)ccc3o2)cc1 was read as Hsp70 displacement -38%.
`COC(=O)c1c(NC(=O)c2ccccc2F)sc2c1CCCCC2` gave Hsp70 displacement 4.5% and Rat MKP-3 inhibitors 3%.
CCOC(=O)CC1=C(C#N)C(c2cccnc2)C(C(=O)OCC)=C(N)O1 (centres undefined) was read as Hsp70 displacement 3.4% and Rat MKP-3 inhibitors -2%.
For CCOc1ccc(N2C(=O)c3cccnc3C2Nc2ccc(F)cc2)cc1 (centres undefined) the results were Hsp70 displacement 4.6% and Rat MKP-3 inhibitors 2%.
For COc1cc(NC(=O)c2cc3c(C)nc4ccccc4c3o2)cc(OC)c1OC the results were Hsp70 displacement 1.4% and Rat MKP-3 inhibitors -6%.
`O=C(CSc1nnc(CNc2ccc(F)cc2)n1Cc1ccco1)NC1CC1` gave Hsp70 displacement 0.5% and Rat MKP-3 inhibitors 0%.
`COC(=O)c1c(NC(=O)CCc2ccc(C)o2)sc(C)c1C` gave Hsp70 displacement 0.8% and Rat MKP-3 inhibitors 5%.
For CCCNC(=O)N1CCC(C(=O)c2cccc(F)c2)CC1 the results were Hsp70 displacement -1.0%.
Cc1cc(N2CCN(c3cccc(C)c3C)CC2)nc(-c2ccccc2)n1 was read as Hsp70 displacement -2.0%.
CCc1ccc(NC(=O)C2CC(=O)N(C3CCCCC3)C2)cc1 (centres undefined) was read as Hsp70 displacement 0.4% and Rat MKP-3 inhibitors 0%.

Of the compounds above, 3 have an aryl thioether with sulfur outside any ring.
Screening CCn1c(SCC(=O)Nc2ccccc2N2CCCCC2)nc2c1c(=O)n(C)c(=O)n2C returned Hsp70 displacement 2.7% and Rat MKP-3 inhibitors -4%.
COC(=O)c1ccc(CSc2nc3cc(Cl)ccc3o2)cc1 was read as Hsp70 displacement -38%.
`O=C(CSc1nnc(CNc2ccc(F)cc2)n1Cc1ccco1)NC1CC1` gave Hsp70 displacement 0.5% and Rat MKP-3 inhibitors 0%.

Quoted at random: two compounds from above.
For COc1cc(NC(=O)c2cc3c(C)nc4ccccc4c3o2)cc(OC)c1OC the results were Hsp70 displacement 1.4% and Rat MKP-3 inhibitors -6%.
`O=C(CSc1nnc(CNc2ccc(F)cc2)n1Cc1ccco1)NC1CC1` gave Hsp70 displacement 0.5% and Rat MKP-3 inhibitors 0%.

Next results.
For c1ccc(OCc2nn3c(Cn4cnc5ccccc54)nnc3s2)cc1 the results were Hsp70 displacement 2.0% and Rat MKP-3 inhibitors -6%.
For COc1ccc(C(c2nnnn2Cc2ccccc2)N2CCN(C(=O)c3ccco3)CC2)cc1 (centres undefined) the results were Hsp70 displacement 4.6% and Rat MKP-3 inhibitors -15%.
Screening Cc1ccccc1C(=O)Nc1cccc(NC(=O)c2ccc([N+](=O)[O-])o2)c1 returned Hsp70 displacement 4.4% and Rat MKP-3 inhibitors -2%.
`COc1cccc(NC(=O)c2ccc(CN(c3ccc(C)c(C)c3)S(C)(=O)=O)cc2)c1` gave Hsp70 displacement -4.0% and Rat MKP-3 inhibitors 4%.
Screening COc1ccc(N2C(=O)CCC2(C#N)c2ccc(OC)cc2)cc1 (centres undefined) returned Hsp70 displacement -0.7%.
For O=C(COC(=O)c1ccco1)Nc1ccc2c(c1)OCO2 the results were Hsp70 displacement -2.4% and Rat MKP-3 inhibitors -9%.
CCOC(=O)N1CCC(NC(=O)Cn2ncc3c4ccccc4n(C)c3c2=O)CC1 was read as Hsp70 displacement -1.1% and Rat MKP-3 inhibitors 1%.
`Cc1cc(C)n2nc(CCc3nc4nc(C)cc(C)n4n3)nc2n1` gave Hsp70 displacement -2.7% and Rat MKP-3 inhibitors 1%.
Screening O=C(CN(c1cccc(Cl)c1)S(=O)(=O)c1ccccc1)Nc1cccc2cccnc12 returned Hsp70 displacement 3.7% and Rat MKP-3 inhibitors 4%.
CCOC(=O)c1c(NC(=O)c2ccc(Cl)cc2)sc(C(=O)Nc2ccc3c(c2)OCO3)c1C was read as Hsp70 displacement -0.1% and Rat MKP-3 inhibitors 2%.
Screening CCCCOc1cccc(C(=O)N(Cc2cccs2)C2CCS(=O)(=O)C2)c1 (centres undefined) returned Hsp70 displacement -2.7% and Rat MKP-3 inhibitors 6%.
For Cc1cc(NC(=O)COc2nnc(-c3ccccc3)c3ccccc23)no1 the results were Hsp70 displacement 1.9% and Rat MKP-3 inhibitors -8%.
O=C(O)c1ccc(N(c2ccccc2)c2ccccc2)cc1 was read as Hsp70 displacement 1.0%.
`COc1cc2c(cc1OC)C(C)N(C(C)=O)CC2` (centres undefined) gave Hsp70 displacement -1.3%.
`Cc1cc(/C=N/NC(N)=O)c(C)n1-c1ccc(N(C)C)cc1` gave Hsp70 displacement -5.7% and Rat MKP-3 inhibitors 2%.
For CCOC(=O)COc1ccc(Br)cc1C1NC(=O)NC(C)=C1C(=O)NCc1ccccc1 (centres undefined) the results were Hsp70 displacement 0.6%.
`CCc1nnc(NC(=O)CSc2nnc3c4ccccc4n(C)c3n2)s1` gave Hsp70 displacement 5.3% and Rat MKP-3 inhibitors -17%.
`Cc1nc(=O)c(-c2ccccc2)c(C)n1CCCCCC(=O)O` gave Hsp70 displacement 0.8%.
COc1ccc(Oc2coc3c(CN4CCOCC4)c(O)ccc3c2=O)cc1 was read as Hsp70 displacement -1.7%&6.4% and Rat MKP-3 inhibitors 4%.
Cc1cccc(Nc2nc(NCc3ccco3)nc(N3CCOCC3)n2)c1 was read as Hsp70 displacement -3.1% and Rat MKP-3 inhibitors -7%.
Screening Cc1ccccc1C(C(=O)NCc1ccco1)N(CC1CCCO1)C(=O)Cn1nnc2ccccc21 (centres undefined) returned Hsp70 displacement 1.4% and Rat MKP-3 inhibitors -4%.
`COc1ccccc1N1CCN(C(=O)c2cc(-c3cccc(Cl)c3)on2)CC1` gave Hsp70 displacement 0.5% and Rat MKP-3 inhibitors 10%.
Cc1nn(Cc2ccccc2Cl)c(C)c1C(=O)NC1=NCCS1 was read as Hsp70 displacement -0.3% and Rat MKP-3 inhibitors -9%.
CCOP(=O)(c1ccccc1)c1nc(-c2ccccc2Cl)oc1N1CCCCC1 (centres undefined) was read as Hsp70 displacement 11%.
`CN1C(=O)/C(=C\c2cccc(OCc3cccc4ccccc34)c2)SC1=S` gave Hsp70 displacement 0.8% and Rat MKP-3 inhibitors -1%.
For CCn1c(SCc2ccc(Cl)cc2)nnc1-c1ccccc1 the results were Hsp70 displacement -1.4%.
Cc1ccc(C(C)C)c(OCC(=O)OCc2c(C)noc2C)c1 was read as Hsp70 displacement 7.3% and Rat MKP-3 inhibitors -16%.
Screening O=C(O)c1cccc(NS(=O)(=O)c2cccc3nsnc23)c1 returned Hsp70 displacement -0.3%.
For Nc1c(C(=O)NC2CCCC2)sc2nc(-c3cccs3)ccc12 the results were Hsp70 displacement -0.7% and Rat MKP-3 inhibitors -4%.
For COc1ccc([N+](=O)[O-])cc1-c1ccc(/C=C2\C(=O)NC(=O)N(c3cc(C)cc(C)c3)C2=O)o1 the results were Hsp70 displacement 7.4% and Rat MKP-3 inhibitors 18%.
COCCCN(Cc1ccccn1)S(=O)(=O)Cc1ccccc1 was read as Hsp70 displacement 7.2% and Rat MKP-3 inhibitors -6%.
For c1ccc(-n2ncc3c(NCc4cccnc4)ncnc32)cc1 the results were Hsp70 displacement 12% and Rat MKP-3 inhibitors -6%.
For COc1cnc(N(C)C)nc1Sc1cccc(Cl)c1 the results were Hsp70 displacement -5.9%.
`O=C1NC(c2ccccc2)=C(c2ccc3ccccc3n2)C(c2ccncc2)N1` (centres undefined) gave Hsp70 displacement -2.5% and Rat MKP-3 inhibitors 2%.
`CC1(C)CC(=O)C(C(O)c2ccc([N+](=O)[O-])cc2)C(C)(C)N1` (centres undefined) gave Hsp70 displacement -1.8% and Rat MKP-3 inhibitors 4%.
`CCOC(=O)C1=C(c2ccccc2)N=c2s/c(=C\c3ccco3)c(=O)n2C1c1cccc(OC)c1OC` (centres undefined) gave Hsp70 displacement 6.3% and Rat MKP-3 inhibitors 0%.
COc1ccc(C(=O)Nc2ccccc2C(=O)NC2CCCCC2)cc1 was read as Hsp70 displacement -3.0% and Rat MKP-3 inhibitors -1%.
Screening O=C(CN1C(=O)NC2(CCCCC2)C1=O)Nc1ccc(S(=O)(=O)N2CCOCC2)cc1 returned Hsp70 displacement -0.6% and Rat MKP-3 inhibitors -5%.
Cc1cccn2cc(-c3ccccc3)nc12 was read as Hsp70 displacement 6.6% and Rat MKP-3 inhibitors 2%.
Screening COC(=O)c1cc(C(=O)CSc2nc(C)cc(C)n2)ccc1O returned Hsp70 displacement -0.9% and Rat MKP-3 inhibitors -4%.
`O=C1C(=O)N(c2cccnc2)C(c2cccc(F)c2)/C1=C(\O)c1ccc(Cl)cc1` (centres undefined) gave Hsp70 displacement -3.0% and Rat MKP-3 inhibitors 6%.
`Cc1cc2c(c(=O)o1)C(C1C=CCCC1)C(C#N)=C(N)O2` (centres undefined) gave Hsp70 displacement 3.7%.
`CCOCN(C(=O)Cn1c(CO)nc2ccccc21)c1c(C)cccc1CC` gave Hsp70 displacement -2.6% and Rat MKP-3 inhibitors -7%.
For Cc1c(CN2CCN(c3cccc(C(F)(F)F)c3)CC2)c(=O)n(-c2ccccc2)n1C the results were Hsp70 displacement -4.8% and Rat MKP-3 inhibitors -14%.
For O=C(NNC(=O)c1cccc(O)c1)c1ccc(Br)cc1 the results were Hsp70 displacement -1.5% and Rat MKP-3 inhibitors 0%.
Screening O=C(c1nc2nc(-c3ccc(Cl)cc3)cc(C(F)(F)F)n2n1)N1CCOCC1 returned Hsp70 displacement -7.7% and Rat MKP-3 inhibitors 1%.
Screening COc1ccc(-c2noc(CSc3ccc(C)cc3)n2)cc1 returned Hsp70 displacement 2.3%.
For Cc1ccccc1N1C(=O)CC(N(O)c2ccccc2)C1=O (centres undefined) the results were Hsp70 displacement 1.4% and Rat MKP-3 inhibitors -10%.
For CCCCCCOc1ccc(OC(=O)c2cccnc2)cc1 the results were Hsp70 displacement -4.1%.
O=C(CCc1ccccc1)Nc1ccc(NC(=O)c2ccco2)cc1 was read as Hsp70 displacement -2.5% and Rat MKP-3 inhibitors -4%.
Screening O=C(O)COc1ccc(NC(=O)c2ccco2)cc1 returned Hsp70 displacement 2.2%&2.5% and Rat MKP-3 inhibitors 5%.
For O=S(=O)(c1cc(Cl)ccc1Cl)N1CCN(c2ccc(F)cc2)CC1 the results were Hsp70 displacement 7.1% and Rat MKP-3 inhibitors 2%.
COc1ccccc1/C=C(\NC(=O)c1ccccc1)C(=O)NCc1ccco1 was read as Hsp70 displacement -0.5% and Rat MKP-3 inhibitors 2%.
Screening COc1ccc(NC(=O)CN2CCN(CC(=O)Nc3ccc(OC)c(OC)c3)CC2)cc1 returned Hsp70 displacement -4.8% and Rat MKP-3 inhibitors -1%.
CC(/C=N/NC(=O)c1cccnc1)=C\c1ccco1 was read as Hsp70 displacement -1.5%.
CCOc1cccc(C(=O)Nc2sc(C)c(-c3ccc(C)cc3)c2C(=O)OC)c1 was read as Hsp70 displacement -0.7% and Rat MKP-3 inhibitors 5%.
O=C(NCCO)C(=O)Nc1cccc(F)c1 was read as Hsp70 displacement 2.1% and Rat MKP-3 inhibitors -3%.
